# EPAC1 agonist: qHTS for Agonist of cAMP-regulated guanine nucleotide exchange factor 3 (EPAC1): primary screen. Rap guanine nucleotide exchange factor 3 (Homo sapiens), O95398. AID 720707, 2013. EPAC1 agonist qHTS, biochemical assay; response scale: 100% = response to 6.5 mM cAMP. Potency, µM (titrated, usually from 154 µM), for the others: at the highest dose activation, hits mostly activators. 360,000 tested, 0.073% active; further: potency means the concentration at half of the fitted maximal effect; nearly all actives have a fitted effect of over 60% in size
#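 EPAC1 100 nM, Rap1B–BODIPY-GDP 250 nM, unlabeled GDP 50 uM; compound titration; 5 min RT; kinetic read ex480/em540 at 5-min intervals ×30 min; data normalized to 6.5 mM cAMP agonist control.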
# HEK293 tox: qHTS of GLP-1 Receptor Inverse Agonists: Cytotox Screen; HEK293 cAMP-luciferase reporter cells, luminescence, 24 h; Potency, µM (top dose mostly 38.3 µM), for the others: at the highest dose activity change, negative = inhibition, usual class: inhibitors; 410,000 tested, 0.13% active; AID 624418, 2012;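 further: loss of luciferase light is scored as toxicity; potency means the concentration at half of the fitted maximal effect; on the % scale 0 is the no-effect control and ±100 the full control effect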
#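 To flag toxic compounds, the library was rerun on cells for 24 hr at 37 deg C and 5% CO2. Viability-linked luminescence was captured 12 min after adding luciferase detection reagent.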
# IL2 activator: qHTS of IL-2 Activators. IL-2 activation reporter assay, cell-based qHTS; stimulated with anti-CD3/CD4/CD28 beads; in transgenic mouse T cells. activation, % (series mostly up to about 46 µM). 360,000 tested, 0.065% active. AID 652025, 2013; in the data active means activation above about 50%; inconclusive means mostly about 30% to 49%; further: 0% is about no effect
#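 Quantitative HTS in unstimulated transgenic mouse T cells, with memory T cells as non-tolerant control and PMA/ionomycin as tolerance-bypass control. Compound pretreatment lasted 60 minutes before 18 h bead stimulation; EGFP/DsRed fluorescence read.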
# PI5P4Ka inh: qHTS for Inhibitors of phosphatidylinositol 5-phosphate 4-kinase (PI5P4K). Phosphatidylinositol 5-phosphate 4-kinase type-2 alpha (Homo sapiens), P48426. PI5P4Kalpha enzyme, ADP-Glo luminescence, 60 min; active compounds read low. max response, %. 330,000 tested, 1.2% active. AID 652105, 2013; active means max response of -50% or lower; inconclusive means between -30% and -50%; inactive means -30% or higher; further: value at the top dose of about 77 µM; on the % scale 0 is the no-effect control and ±100 the full control effect
# Target sequence (P48426 whole entry, looked up): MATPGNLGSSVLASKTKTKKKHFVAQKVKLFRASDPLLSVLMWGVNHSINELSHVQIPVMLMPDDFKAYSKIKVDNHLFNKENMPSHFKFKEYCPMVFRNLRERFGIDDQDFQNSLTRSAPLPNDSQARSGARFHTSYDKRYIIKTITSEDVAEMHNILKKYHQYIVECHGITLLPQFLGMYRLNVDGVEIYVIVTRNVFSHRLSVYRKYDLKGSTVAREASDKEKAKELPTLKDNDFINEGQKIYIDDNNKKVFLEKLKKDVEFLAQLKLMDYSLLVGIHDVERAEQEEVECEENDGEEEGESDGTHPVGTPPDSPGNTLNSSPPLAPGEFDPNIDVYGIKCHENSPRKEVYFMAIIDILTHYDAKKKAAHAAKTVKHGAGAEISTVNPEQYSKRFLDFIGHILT
#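 ADP-Glo luminescence end-point after a 60 min room-temperature kinase reaction. PI5P4Kalpha and substrate in HEPES pH 7.4 buffer with EGTA, 0.1% CHAPS and 5% DMSO; ATP at 5 microM final.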
# PLK1 PBD inh: qHTS for Inhibitors of PLK1-PDB (polo-like kinase 1 - polo-box domain): Primary Screen. Serine/threonine-protein kinase PLK1 (Homo sapiens), P53350. AID 720504, 2013. 360,000 tested, 2.8% active. Potency, µM, for inactives: max response, negative = inhibition, usual class: inhibitors. Plk1 PBD binding of FITC phosphopeptide, fluorescence polarization; further: potency means the concentration at half of the fitted maximal effect; series mostly up to about 57 µM; on the % scale 0 is the no-effect control and ±100 the full control effect; nearly all actives have a fitted effect of over 65% in size
# GLP1R inv ag: qHTS of GLP-1 Receptor Inverse Agonists (Inhibition Mode); 410,000 tested, 1.6% active; AID 624417, 2012; Potency, µM (top dose mostly 38.3 µM), for the others: at the top dose activity change, negative = inhibition, most hits filed as inhibitors; HEK293 GLP-1R CRE-luciferase, luminescence, 24 h; GLP-1R form is constitutively active; further: potency means the concentration at half of the fitted maximal effect; on the % scale 0 is the no-effect control and ±100 the full control effect; nearly all actives have a fitted effect of over 55% in size
# Target sequence (P43220 whole entry, looked up): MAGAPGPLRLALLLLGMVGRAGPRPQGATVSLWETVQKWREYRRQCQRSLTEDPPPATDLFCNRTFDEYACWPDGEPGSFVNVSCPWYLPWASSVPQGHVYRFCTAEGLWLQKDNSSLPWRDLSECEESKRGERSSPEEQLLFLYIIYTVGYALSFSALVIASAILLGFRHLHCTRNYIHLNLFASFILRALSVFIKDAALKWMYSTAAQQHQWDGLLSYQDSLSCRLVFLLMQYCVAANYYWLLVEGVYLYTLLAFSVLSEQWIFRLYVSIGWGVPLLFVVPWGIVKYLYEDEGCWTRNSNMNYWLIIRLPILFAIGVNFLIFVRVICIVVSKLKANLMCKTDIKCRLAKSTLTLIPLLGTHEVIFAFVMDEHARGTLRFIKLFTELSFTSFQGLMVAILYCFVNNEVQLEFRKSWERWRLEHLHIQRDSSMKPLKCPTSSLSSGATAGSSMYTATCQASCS
#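 HEK293 cells stably co-expressing constitutively active GLP-1R and a cAMP-responsive luciferase reporter were seeded in DMEM with 10% Nu serum, given compounds after 12 h, and incubated 24 h at 37 deg C. Luminescence was then read.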
# EPAC1 antagonist: qHTS for Antagonist of cAMP-regulated guanine nucleotide exchange factor 3 (EPAC1): primary screen; Rap guanine nucleotide exchange factor 3 (Homo sapiens), O95398; EPAC1 GEF assay, Rap1b-BODIPY-GDP exchange fluorescence; Potency, µM (series often up to 115 µM), for the others: at the top dose activity change, negative = inhibition, actives largely listed as inhibitors; 360,000 tested, 0.14% active; AID 720709, 2013;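 further: potency means the concentration at half of the fitted maximal effect; plate controls were vehicle for no effect and positive control for full effect; nearly all actives have a fitted effect of over 50% in size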
# GLP-1R agonist: qHTS of GLP-1 Receptor Agonists | HEK293 GLP-1R CRE-luciferase, luminescence, 4-6 h; cells express a hypersensitive GLP-1R form | Potency, µM (top dose mostly 45.6 µM), for the others: at the highest dose activation, most hits filed as activators | 380,000 tested, 0.007% active | AID 624172, 2012; further: potency means the concentration at half of the fitted maximal effect; % of control where 0% means no effect
# PTHR1 ag: qHTS for PTHR1 Agonists: Primary Screen; Parathyroid hormone/parathyroid hormone-related peptide receptor (Homo sapiens), Q03431; HEK293 GP2 PTHR1 cells, GloSensor cAMP luminescence, 1 h; Potency, µM (titrated, usually from 115 µM), for the others: top-dose activation, usual class: activators; 410,000 tested, 0.075% active; AID 743266, 2014; further: potency means the concentration at half of the fitted maximal effect; nearly all actives have a fitted effect of over 55% in size; some results filed as inactive show a strong effect at the top dose; inactives centre near -15; many of its hits are not listed in these tables
#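 HEK-293-derived GP2 cells expressing PTHR1 and a GloSensor cAMP reporter, 3,000/well, plated overnight, given luciferin plus IBMX (each 0.5 mM as added) for 1 h at 37 °C, then compound for 1 h at 37 °C. Luminescence was read after 15 min at room temperature.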
# * hit, by the source's call; i = inactive; ? = inconclusive; . = no result given; & = joins results of further samples; [ ] = dose if it differs, or a comment. Unless noted, the call rests on the fitted dose curve; in most records, active means well fitted curve in the direction sought with a large enough effect; inconclusive means small, poorly fitted or top-dose-only effect, or another doubt; inactive means no such curve, though single readings can be large; an effect the other way counts as inactive or inconclusive.
# Preview, 2 compounds:
Structure,EPAC1 agonist,HEK293 tox,IL2 activator,PI5P4Ka inh,PLK1 PBD inh,GLP1R inv ag,EPAC1 antagonist,GLP-1R agonist,PTHR1 ag
COc1cc2c(cc1OC)-c1cc(OCc3ccccc3Cl)nc(=O)n1CC2,3%,-8%,-1.4,.,0%,0%,-6%,?,-2%[57.5 µM]
O=C(/C=C/c1ccco1)NC(=S)Nc1cccc(C(=O)O)c1,0%,-4%,-1.4,-74*,?,16%,-9%,-6%,?

# Main list, previewed entries included:
Structure,EPAC1 agonist,HEK293 tox,IL2 activator,PI5P4Ka inh,PLK1 PBD inh,GLP1R inv ag,EPAC1 antagonist,GLP-1R agonist,PTHR1 ag
COc1cc2c(cc1OC)-c1cc(OCc3ccccc3Cl)nc(=O)n1CC2,3%,-8%,-1.4,.,0%,0%,-6%,?,-2%[57.5 µM]
O=C(/C=C/c1ccco1)NC(=S)Nc1cccc(C(=O)O)c1,0%,-4%,-1.4,-74*,?,16%,-9%,-6%,?
COc1ccc(/C=C/C(=O)OCc2cccc([N+](=O)[O-])c2)cc1,13%,-6%,-2.4,2,3%,-3%,-18%,8%,-8%
Cc1ccc(OCC(=O)NNc2c3ccccc3nc3ccccc23)cc1,-13%,-7%,-0.1,-5,0%,-17%,-15%,-23%,-45%[inhibitor]
CC(=O)c1cccc(NC(=O)c2c(C)nn(-c3ccccc3)c2Cl)c1,10%,2%,-3.0,8,1%,0%,-7%,5%,-6%
Fc1ccc(Br)cc1SCCc1ccncc1,-2%,-7%,-5.9,-5,?,?,-13%,6%,-37%[inhibitor]
O=S(=O)(NCCc1ccccn1)c1ccc(OC(F)(F)F)cc1,-15%,8%,-0.1,2,-14%,1%,6%,3%,i
CC(=O)c1sc(NC(=O)CSCc2c(C)noc2C)nc1-c1ccccc1,-1%,-15%,0.6,-6,-2%,-8%,-2%,1%,-12%
Cc1cn(CC(=O)N[C@H](C)c2cccc3ccccc23)c(=O)[nH]c1=O,-2%,-2%,0.3,3,-10%,10%,6%,-4%,i
COc1cccc(CN2C(=O)[C@H]3Cc4c([nH]c5ccccc45)C(C)(C)N3C2=O)c1,-5%,.,-0.2,.,.,.,-25%,-8%,-88%[inhibitor]
Cc1ccc2c(c1)[C@@H]1CN(C)CC[C@@H]1N2S(=O)(=O)c1ccc([N+](=O)[O-])cc1,-4%,-15%,1.1,.,-4%,0%,10%,1%,-12%[57.5 µM]
COc1cc(OC)cc(-c2oc(=O)c3cc(OC)c(OC)cc3c2C#CCCCO)c1,-3%,4%,0.0,2,-3%,-11%,-9%,2%,-3%
O=C1C2CCCN2C(c2ccccc2F)N1c1ccc(F)cc1 (stereo not given),-1%,-12%,-0.8,-3,-2%,1%,6%,-2%,i
Cc1cccc(-c2cccc(NC(=O)C3CCCN(C(=O)c4cccnc4)C3)c2)c1 (stereo not given),6%,-15%,-6.1,1,-4%,?,4%,9%,i
CCn1cc(S(=O)(=O)Nc2ccc3c(c2)OCCO3)cn1,15%,1%,-0.3,3,?,?,1%,3%,-7%
CCOc1cc(C2CC(=O)N3CN(C4CCCCC4)CSC3=C2C#N)ccc1O (stereo not given),-8%,1%,0.0,-60*,11µM*,-6%,10%,-3%,i
COc1cc2c(cc1OC)CN(C(=S)Nc1ccccc1)CC2,3%,-2%,-0.3,.,-11%,-1%,-8%,1%,-17%
COc1cccc(C(=O)NC2CCCc3ccccc32)c1 (stereo not given),2%,-2%,-0.2,-10,-9%,?,-29%,-5%,0%
O=C(Nc1cc(=O)[nH]c2ncnn12)c1ccc(Cl)cc1Cl,-5%,17%,-0.3,?,-5%,0%,8%,-1%,i
O=C(CNC(=O)c1ccc(Cl)cc1)c1ccc(Br)cc1,5%,9%,0.2,-1,-10%,-3%,-14%,7%,-8%
C/C(CCc1ccco1)=N\NC(=O)CNc1c(Br)cc(Br)cc1Br,-2%,7%,0.0,6,?,7%,-18%,-7%,i
COc1ccc(NC(=O)c2cc3cc(OC)ccc3oc2=O)cc1,-16%,-2%,5.8,2,4%,12%,-7%,-3%,-16%
N/C(=N\OC(=O)CCCc1ccccc1)c1ccccn1,-2%,6%,0.5,6,-7%,27%,-19%,1%,i
COc1ccc(CNC(=O)c2ccc3ccccc3n2)cc1,11%,-7%,-0.6,0,-2%,49%[activator],-6%,23%,i
N=c1c2c(ncn1CCCO)Oc1ccc3ccccc3c1C2c1ccccc1 (stereo not given),1%,?,-4.7,1,-1%,?,-8%,11%,i
CC(NC(=O)C1CCN(S(=O)(=O)c2cc([N+](=O)[O-])ccc2Cl)CC1)c1ccccc1 (stereo not given),-9%,-9%,-0.4,0,-3%,-11%,8%,4%,-33%[inhibitor]
Cc1cccc2nc(CSc3nnc4ccccn34)cn12,0%,-22%,-1.3,.,-4%,?,0%,-11%,-24%
Cc1ccc(CN(C)C(=O)C2CCC(=O)N(CCc3ccccc3)C2)o1 (stereo not given),-3%,9%,-1.3,-1,-11%,2%,-2%,2%,i
CC1=C(C(=O)OC2CCCCCC2)C(c2ccccc2Cl)CC(=O)N1 (stereo not given),.,-2%,.,.,.,15%,.,-3%,-19%
CN1C(=O)C(O)(CC(=O)c2ccc(F)cc2)c2cc(Br)ccc21 (stereo not given),-22%,-1%,-3.8,-2,?,-9%,-6%,3%,-22%
Cc1c(NC(=O)C(C)OC(=O)c2ccc(Cl)nc2)c(=O)n(-c2ccccc2)n1C (stereo not given),3%,-15%,0.0,-5,-7%,-6%,-3%,-24%,i
O=C(O)c1sccc1S(=O)(=O)N1CCN(c2ccc(C(F)(F)F)cn2)CC1,13%,7%,1.2,-3,-15%,11%,-15%,-3%,i
CCc1ccc(NC(=O)/C(C#N)=C/c2cn(CC(=O)O)c3ccccc23)cc1,6%,14%,-0.9,-2,?,34%,-2%,0%,-16%
Cc1nc(SCC(=O)N2CCCC2=O)c2c(C)c(C)sc2n1,5%,5%,0.6,-4,-25%,-6%,-5%,-6%,i
CCSc1nc(-c2ccc(OC)cc2)ccc1C#N,17%,5%,1.0,17,-3%,?,1%,27%,-12%
Nc1nc(SCc2ccccc2)c2ncn(C3CCCO3)c2n1 (stereo not given),-4%,6%,0.9,-3,9%,91%[activator],2%,35%,i
COc1ccc(CN(C)S(=O)(=O)c2nnc(NC(=O)c3ccc(C)cc3)s2)cc1OC,-3%,0%,6.6,-1,-6%,13%,-3%,1%,i
CS(=O)(=O)N(CC(=O)NCCC1=CCCCC1)C1CCCCC1,0%,-3%,0.4,2,-6%,-20%,2%,-1%,?
CN(C)S(=O)(=O)c1cccc(NC(=S)N2CCc3ccccc32)c1,22%,8%,-0.5,-2,-10%,?,-4%,-2%,-32%
C[C@@H]1CCCCO[C@H](CN(C)C(=O)Nc2ccc(C(F)(F)F)cc2)[C@@H](C)CN([C@H](C)CO)C(=O)c2cc(NC(=O)Nc3ccc4c(c3)OCO4)ccc2O1,-16%,-16%,-0.5,0,-19%,-43%,-4%,4%,-3%
Cn1c(=O)c2[nH]cnc2n(C)c1=O,-17%,7%,0.6,4,-1%,6%,0%,7%&-3%,i
O=c1[nH][nH]c2c1[C@H](CCc1cccc(Cl)c1)O[C@H](C1CC1)C2,7%,3%,1.7,11,-18%,-26%,-4%,8%,-16%
Cc1ccccc1CN1C[C@@H]2C[C@@H](c3cn(C)nc3-c3ccccc3)N3CCC[C@@]23C1=O,-1%,-7%,-0.1,?,-25%,?,18%,10%,-21%
COc1ccc(NC(=O)CSc2nccn2C)c([N+](=O)[O-])c1,-4%,13%,0.5,-8,-2%,27%,-4%,2%,-30%
CC(=O)Nc1cncc(-c2ccccc2N(C)C)n1,-2%,2%,0.1,0,2%,11%,-6%,-1%,i
Cn1c(N)c(C(=O)COC(=O)COc2ccccc2C#N)c(=O)n(C)c1=O,-11%,1%,0.6,1,0%,19%,12%,-3%,-11%
O=C(COc1ccc(Br)cc1)NNC(=O)c1cc(S(=O)(=O)N2CCOCC2)ccc1Cl,2%,-14%,0.5,-8,7%,?,5%,-39%[inhibitor],-29%
N=C1C(c2ccccc2)=C(O)CN1c1cccc2ccccc12,2%,13%,-1.2,-4,1%,-17%,-2%,5%,i
O=C1NCCc2c1[nH]c1ccccc21,-4%,-11%,0.9,-3,-2%,13%,5%,3%,-17%
O=C1COc2ccc(S(=O)(=O)N3CCN(c4cccc(C(F)(F)F)c4)CC3)cc2N1,-20%,-4%,-3.8,6,-3%,6%,-2%,-1%,-3%
COc1ccc(CN(C(=O)CN2C(=O)NC3(CCC(C)CC3)C2=O)C(C)Cc2cccs2)cc1 (stereo not given),13%,1%,0.6,-2,2%,?,2%,3%,-41%[inhibitor]
Cc1cc(C)c2[nH]c(=O)c(CN(Cc3ccco3)C(=O)C3CCCO3)cc2c1 (stereo not given),1%,-7%,-0.3,-4,-5%,4%,5%,0%,i
COc1ccc(CNC(=O)C(C)NS(=O)(=O)c2ccc(C)cc2)cc1 (stereo not given),8%,1%,-0.1,1,1%,19%,5%,-3%,-11%

# These rows are one share of the data; the hit share may differ from the screen's.
